mIAP act: increases mouse intestinal alkaline phosphatase activity | activation factor at 10 µM | 0.24% of 330,000 active | muIAP, CDP-Star luminescence, 30 min; active compounds read high; 1 = vehicle-only enzyme signal, 0 = enzyme-free wells;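 active means activation factor of at least 2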; further: the source names both 10 and 20 µM as test concentration; values of inactives mirror those of a sister screen read the other way
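Assay system: mouse IAP enzyme; reagent: chemiluminescent substrate CDP-Star; dosing: test compounds delivered from DMSO solution; schedule: 30 min at room temperature; measured by: luminescence from enzymatic CDP-Star hydrolysis; controls: DMSO-only wells and no-enzyme negative control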
mIAP inh: mouse IAP inhibition | 0.2% of 330,000 active | AID 2806 | inhibition, % at 10 µM | purified mouse IAP, CDP-Star luminescence, 30 min;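 active means inhibition of at least 40% at 10 µM in the primary screen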;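 further: plate controls were DMSO with enzyme for no effect and no enzyme wells for full effect; values of inactives mirror those of a sister screen read the other way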
hIAP block: blocks human intestinal alkaline phosphatase | purified IAP, CDP-Star luminescence, 30 min | inhibition, % at 10 µM | 0.12% of 330,000 active;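 active means inhibition reaching a set limit with compound at 10 µM in the primary screen, cut at about 35% in these data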;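 further: plate controls were DMSO wells with enzyme for no effect and no-enzyme buffer wells for full effect; values of inactives mirror those of a sister screen read the other way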
Target sequence (P09923 whole entry, looked up): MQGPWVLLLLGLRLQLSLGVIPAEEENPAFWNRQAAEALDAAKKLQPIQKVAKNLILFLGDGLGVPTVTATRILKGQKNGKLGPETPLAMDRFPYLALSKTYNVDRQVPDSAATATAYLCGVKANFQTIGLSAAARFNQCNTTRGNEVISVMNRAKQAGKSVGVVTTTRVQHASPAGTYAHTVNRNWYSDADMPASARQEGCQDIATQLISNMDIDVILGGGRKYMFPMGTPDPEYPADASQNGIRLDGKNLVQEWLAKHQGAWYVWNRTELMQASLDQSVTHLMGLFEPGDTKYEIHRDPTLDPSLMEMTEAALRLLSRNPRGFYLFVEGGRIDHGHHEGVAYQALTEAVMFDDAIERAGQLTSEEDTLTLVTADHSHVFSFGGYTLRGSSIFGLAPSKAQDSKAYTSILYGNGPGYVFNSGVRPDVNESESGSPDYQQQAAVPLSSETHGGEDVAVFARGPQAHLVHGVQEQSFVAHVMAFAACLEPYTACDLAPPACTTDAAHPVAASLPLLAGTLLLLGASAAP
hIAP act: human IAP activation; 0.16% of 330,000 active; P09923; activation factor at 10 µM; purified human IAP, CDP-Star luminescence, 30 min; active compounds read high; 1 = vehicle-only enzyme, 0 = enzyme-free background; AID 2524;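 active means activation factor of the enzyme at least 2-fold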; further: the source names both 10 and 20 µM as test concentration; values of inactives mirror those of a sister screen read the other way
APOBEC3A inh: blocks human APOBEC3A ssDNA deamination. P31941. recombinant A3A, FAM/TAMRA ssDNA deamination fluorescence. inhibition, % at 20 µM. 0.41% of 330,000 active;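 active means at least 40% inhibition at 20 µM here, with at most 30% in a related deaminase screen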;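 further: plate controls were A3A with DMSO for no effect and wells lacking A3A enzyme for full effect; some results filed as inactive read as strong as hits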
Target sequence (P31941 whole entry, looked up): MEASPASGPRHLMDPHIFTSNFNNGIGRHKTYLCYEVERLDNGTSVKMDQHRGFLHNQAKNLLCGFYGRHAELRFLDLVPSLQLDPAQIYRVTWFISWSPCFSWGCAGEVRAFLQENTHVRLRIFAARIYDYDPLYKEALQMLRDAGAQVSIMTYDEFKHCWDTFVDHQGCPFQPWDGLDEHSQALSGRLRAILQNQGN
A3G deaminase: inhibitors of human APOBEC3G DNA deaminase; Q9HC16; recombinant A3G, ssDNA deamination FAM/TAMRA fluorescence; inhibition, % at 20 µM; 0.28% of 330,000 active;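 active means inhibition of at least 40% at 20 µM, with no more than 30% in the related APOBEC3A deaminase screen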;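 further: plate controls were DMSO wells with A3G for no effect and wells lacking A3G enzyme for full effect; some compounds called inactive have numbers as strong as hits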
Target sequence (Q9HC16 whole entry, looked up): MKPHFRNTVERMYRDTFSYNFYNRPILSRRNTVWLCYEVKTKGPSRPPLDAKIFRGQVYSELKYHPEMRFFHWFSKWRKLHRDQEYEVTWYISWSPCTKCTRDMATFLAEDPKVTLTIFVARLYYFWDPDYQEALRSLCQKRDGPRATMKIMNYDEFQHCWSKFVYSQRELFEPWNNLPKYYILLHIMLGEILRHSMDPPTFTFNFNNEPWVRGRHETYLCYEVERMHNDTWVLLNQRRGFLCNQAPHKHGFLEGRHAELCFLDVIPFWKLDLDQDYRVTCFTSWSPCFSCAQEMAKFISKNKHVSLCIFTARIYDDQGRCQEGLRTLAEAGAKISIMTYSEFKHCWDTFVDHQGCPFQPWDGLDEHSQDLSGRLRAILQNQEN
NR3A LBD binder: NR3A (human) ligand-binding domain modulation | NR3A LBD differential scanning fluorimetry, Tm shift; 0% = protein alone, 100% = glycine-bound protein | Tm shift relative to glycine control, % at 25 µM | 2.5% of 340,000 active | AID 1259313;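 active means melting temperature shift of at least 10% of the positive control shift, at one fixed dose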
MIN6 prolif: inducers of beta-cell replication in MIN6 cells. MIN6 cells proliferation, ATPlite luminescence, 48 h; cells starved in 0.2% serum; 100% = growth in 10% serum. proliferation, % at 10 µM. 0.29% of 330,000 active. AID 2380;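 active means compounds whose signal lies at least 3.5 SD above the mean of all wells on their plate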;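 further: 0% = DMSO-treated cells in low-serum medium and 100% = 10% serum control; some compounds called inactive have numbers as strong as hits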
MPTP inh: permeability transition pore inhibition; inhibition, % at 10 µM; 1.4% of 360,000 active; isolated mouse mitochondria, Ca2+ swelling absorbance, 30 min;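 active means inhibition of 50% or more, scaled per plate between neutral and stimulator controls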;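 further: 0% = DMSO wells given calcium and 100% = 1 mM EGTA wells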
* marks the source's active call; other numbers are inactive results; . = no result given.

SMILES	mIAP act	mIAP inh	hIAP block	hIAP act	APOBEC3A inh	A3G deaminase	NR3A LBD binder	MIN6 prolif	MPTP inh
O=C(c1cc(C(=O)N2CCCC2)cc([N+](=O)[O-])c1)N1CCCC1	1.1	-8	12	0.88	-1	7	0	3	-0.8
CCCCCCC(CC(=O)NCc1cccnc1)CC(=O)NCc1cccnc1	1	-1	-6	1.1	-6	-5	0	1	-1.2
C=C(C)Cn1c(COc2ccccc2)nnc1SCC(=O)O	1	-1	-8	1.1	5	-5	1	0	-0.8
CCCCCC(=O)NC(=S)NC1C2CC3CC(C2)CC1C3 (centres undefined)	0.89	12	-10	1.1	1	-5	3	-4	0.0
Cc1cc(C)c2nc3nc(C)c(C)cc3c(N)c2c1	0.99	1	4	0.96	31	15	0	-5	-0.3
Cn1c(=O)c2c(nc(Cl)n2Cc2ccncc2)n(C)c1=O	1	0	-7	1.1	-5	-2	3	-2	-1.8
CCC(C)NC(=O)c1cccc(C)c1 (centres undefined)	1.2	-19	-9	1.1	-5	9	0	1	0.8
Cc1ccccc1S(=O)(=O)Oc1cccc2c(O)cccc12	1	-2	-45	1.5	-6	2	-2	-5	1.5
CCOc1ccc(CCNC(=O)COC(=O)COc2ccc(C(C)=O)cc2)cc1OCC	0.98	2	0	1	1	-6	-1	-1	-0.5
Cc1ccc(OCCNC(=O)c2cc(C(=O)NCCOc3ccc(C)cc3)cc([N+](=O)[O-])c2)cc1	0.95	5	-4	1	-2	-4	-8	-5	74*
CN(CCCCCCCCC(=O)/C=N/O)Cc1ccccc1	1.1	-10	1	0.99	-3	7	-1	-2	1.3
Cc1cccc(OCCCC(=O)Nc2ccc(Br)cc2)c1	1.1	-12	-3	1	1	1	-13	0	-0.7
CCCN(CC(=O)Nc1ccccc1OC)C(=O)c1ccccn1	1.1	-7	-10	1.1	4	-3	0	3	-0.3
COc1ccc(N2CCN(C(=O)CCS(=O)(=O)c3cccc4nsnc34)CC2)cc1	0.94	6	-2	1	-2	-3	-1	0	-2.4
CCO[C@H]1OC(C(=O)N2CCN(C)CC2)=C[C@@H](C(C)(C)C)[C@@H]1CCCO	1	-4	-17	1.2	-8	-13	-1	0	0.9
CCOC(=O)NC(=O)COC(=O)c1cccc2ccccc12	1.1	-10	-11	1.1	-2	-14	-1	-1	8.2
O=C(CCCn1c(=S)[nH]c2cc3c(cc2c1=O)OCO3)NCc1cccc(Cl)c1	0.94	6	-36	1.4	-5	-9	-6	0	-2.4
N#CC1=C(N)SC(N)=C(C#N)C1c1ccc(C(F)(F)F)cc1	1	0	-11	1.1	-5	-5	.	-3	.
O=C(NCCNC(=O)C(c1ccccc1)c1ccccc1)c1ccco1	0.92	8	5	0.95	2	-5	1	-3	0.6
Cc1ccc(C2=N/C(=C\c3c(C)nn(-c4ccccc4)c3N3CCCC3)C(=O)O2)cc1	0.79	21	-1	1	-1	-6	2	-2	0.5
CCOc1ccc(CCNC(=O)CSc2nc3ncc(Cl)cc3[nH]2)cc1OCC	0.99	1	-40	1.4	-2	-7	0	1	0.2
CC12CCC(C(=O)N/N=C/c3ccc(O)cc3)(OC1=O)C2(C)C (centres undefined)	1	-4	2	0.98	2	-3	2	2	1.2
CC(=O)c1cccc(Nc2cc(C)nc3c(C)cccc23)c1	0.91	9	11	0.89	-1	-3	1	-3	6.7
CCCCc1nnc(NC(=O)COc2ccc3c(C)cc(=O)oc3c2)s1	0.97	3	-3	1	0	-3	.	-1	.
Cc1ccc(NC2c3ccccc3C(=O)N2c2cccnc2)cc1 (centres undefined)	1.1	-8	-24	1.2	-2	-5	2	1	0.7
O=C(NCc1ccc2c(c1)OCO2)c1cnc2ccccn2c1=O	1	-2	-5	1	10	4	-1	1	-1.0
Cc1ccn2c(NC(=O)c3ccccc3)c(-c3ccccc3)nc2c1	1	-2	10	0.91	-8	-11	2	0	0.1
COc1ccc(-c2nc(SCC(=O)Nc3cccc(S(N)(=O)=O)c3)n[nH]2)cc1	0.91	9	11	0.89	1	-10	11*	-5	-1.9
COc1ccc(C(=O)Nc2cc(C)on2)cc1[N+](=O)[O-]	1	-1	5	0.95	0	-3	-1	-2	-0.6
O=C(c1ccc(Cl)cc1)C(CN1CCCC1)c1ccccc1 (centres undefined)	1.1	-5	-4	1	-9	3	3	-5	1.1

Entries of single compounds from above. Values in the order: mIAP act	mIAP inh	hIAP block	hIAP act	APOBEC3A inh	A3G deaminase	NR3A LBD binder	MIN6 prolif	MPTP inh
CC12CCC(C(=O)N/N=C/c3ccc(O)cc3)(OC1=O)C2(C)C (centres undefined) is listed as 1	-4	2	0.98	2	-3	2	2	1.2
Cc1ccn2c(NC(=O)c3ccccc3)c(-c3ccccc3)nc2c1 is listed as 1	-2	10	0.91	-8	-11	2	0	0.1

Carrying on.
SMILES	mIAP act	mIAP inh	hIAP block	hIAP act	APOBEC3A inh	A3G deaminase	NR3A LBD binder	MIN6 prolif	MPTP inh
O=C1CCN(Cc2ccccc2)C=C1c1cccc(O)c1	1.1	-7	4	0.96	-2	-7	-3	-3	-0.3
O=C(CCn1c(=O)oc2ccc(Cl)cc21)N1CCN(c2ccccc2)CC1	0.95	5	1	0.99	-1	-5	2	0	-0.1
COc1ccc(CNC(=O)c2cnc(C)cn2)c(OC)c1	0.98	2	15	0.85	3	-8	1	-1	-0.5
CC1CCc2c(sc(NC(=O)CSc3nc4c(c(C(F)(F)F)n3)CCc3ccccc3-4)c2C(N)=O)C1 (centres undefined)	0.97	3	-5	1.1	-1	-2	-2	0	0.5
COc1ccc(-c2nc(C)ncc2-c2csc(C)n2)c(O)c1	0.95	5	-2	1	8	-1	1	3	0.3
C/C(=N/NC(=O)CNC(=O)COc1ccccc1)c1ccco1	1.1	-8	9	0.91	1	1	-1	-2	36
CC1(C)CC(OC(=O)c2ccccc2)CC(C)(C)N1	0.97	3	-29	1.3	-2	-3	0	-2	-0.4
COc1ccc(-c2cc3ccccc3oc2=O)cc1	1	-3	15	0.85	1	-1	1	-1	1.7
C=CCOc1ccc(CNc2nccs2)cc1OCC	1	-4	1	0.99	-13	-2	1	-1	-7.2
CCOC(=O)CSC1=C(C#N)C(c2ccccc2OCC)C(C(=O)OCC)C(=O)N1 (centres undefined)	1	0	-2	1	-3	-4	1	0	-0.6
O=C(CCN1C(=O)c2ccccc2C1=O)Nc1cccc(F)c1	1	-5	-7	1.1	-5	-6	-2	-3	-0.3
O=C(c1ccc2c(c1)OCO2)N1CCN=C1SCc1ccccc1	1	0	-7	1.1	-4	-7	-1	-4	-0.5
CCOC(=O)C(C(=O)OCC)c1c([N+](=O)[O-])c(=O)n2c3c(cccc13)CCC2	1.1	-5	-4	1	-1	-6	-1	0	-1.2
Cc1cc(=O)oc2cc(OCC(=O)NCC3CCC(C(=O)O)CC3)ccc12 (centres undefined)	1.1	-12	-31	1.3	-6	-8	0	0	-2.3
O=C(Cc1ccccc1)N1CCC2(CC1)NCCc1[nH]cnc12	0.98	2	5	0.95	-4	-6	2	0	0.5
COc1ccc(C2=NN(C(=O)CSc3ncccn3)C(c3ccc(OC)cc3)C2)cc1 (centres undefined)	0.97	3	5	0.95	-2	-5	-1	0	-0.4
CCOC(=O)N1CCC(Nc2cc(C)nc3c(-c4ccccc4OC)c(C)nn23)CC1	1.1	-7	-4	1	0	-5	0	-5	-0.3
O=C(c1nc2ccc(Cl)cn2c1CNCC[C@@H]1C[C@@H]2C=C[C@H]1C2)N1CCCCCCC1	1	0	-15	1.1	-3	-8	1	-7	-0.8
CCNC(=O)COC(=O)c1cc(=O)[nH]c2ccccc12	0.99	1	13	0.87	2	-5	2	0	-0.9
CCCN(C(=O)c1cc(Cl)nc2ccccc12)c1c(N)n(Cc2ccccc2)c(=O)[nH]c1=O	0.98	2	14	0.86	-4	-7	-2	-4	-1.7
O/N=C/c1ccc2ccccc2n1	0.95	5	11	0.89	-1	-2	2	3	-0.1
COc1ccc(C(CC(=O)Nc2ccccn2)N2Cc3ccccc3C2=O)cc1 (centres undefined)	0.93	7	9	0.91	-2	-6	-2	-2	-0.9
CCOC(=O)C(C)Sc1nc(-c2cccs2)ccc1C#N (centres undefined)	0.9	10	9	0.91	4	-1	-4	-4	-3.3
Cc1cnc(C(=O)OCC(=O)NCc2ccccc2)cn1	0.98	2	-9	1.1	-1	-8	5	3	-1.1
O=C(Nc1ccnc(-c2ccncc2)n1)c1ccc(Cl)cc1	0.98	2	-4	1	1	-1	1	-2	1.8
O=C(C[C@@H]1C/C=C\C[C@H](Cc2ccc(F)cc2)C(=O)OC[C@H]2CCCN2C1=O)N[C@H](CO)Cc1ccccc1	1.1	-14	13	0.87	-2	-8	-1	-3	0.1
C[C@@H]1CN([C@H](C)CO)C(=O)c2cc(NS(=O)(=O)c3cn(C)cn3)ccc2O[C@H]1CN(C)C(=O)Nc1ccccc1	0.97	3	8	0.92	-6	-8	1	-2	-0.9
CCN(c1ccccc1)S(=O)(=O)c1ccc(N)cc1	1.1	-11	-4	1	-1	-2	0	-2	-0.7
CC(NS(=O)(=O)c1ccc(N)cc1)C1CC2CCC1C2 (centres undefined)	1	-2	5	0.95	-1	-4	9	0	-0.5
Cc1ccccc1Cn1c(-c2ccc(=O)[nH]c2)nc2ccccc21	1	0	-20	1.2	3	6	0	-2	-0.2
COc1ccc(NC(=O)c2ccc(-n3nc(C)cc3C)cc2)cc1OC	0.99	1	9	0.91	2	-2	-2	-5	-3.0
Brc1ccc(-c2csc(Nc3nc(-c4ccc(Br)cc4)cs3)n2)cc1	1	-1	8	0.92	0	3	32*	-6	0.3
COc1ccc(-c2cc(C(F)F)n3ncc(C(=O)NCCCN4CCCC4=O)c3n2)cc1	1.1	-8	-2	1	0	-8	0	2	-0.1
CN/N=C/c1ccc(C#N)cc1	0.94	6	-5	1.1	-3	5	-17	1	0.8
CCOc1ccc2sc(NS(=O)(=O)c3ccc(OC)c(OC)c3)nc2c1	1	-3	-17	1.2	-1	-4	1	5	-0.6
CCN(CC)C(=O)C(Oc1ccc(C)nc1[N+](=O)[O-])c1ccccc1 (centres undefined)	0.99	1	6	0.94	-3	-7	1	1	-1.7
O=C(COC(=O)c1cncc(Br)c1)NCc1ccc(F)cc1	0.89	11	10	0.91	-1	-7	1	-3	0.1
O=c1cc(Cl)[nH]n(-c2ccccc2)c1=O	1	-1	15	0.85	-7	-6	0	0	-1.3
O=c1c(-c2ccc3c(c2)OCCO3)coc2cc(OC3OC(CO)C(O)C(O)C3O)ccc12 (centres undefined)	1	-1	10	0.9	3	-2	-3	-4	2.4
Cc1onc(-c2ccccc2)c1C(=O)N/N=C/c1cc2c(cc1Cl)OCO2	1.1	-8	14	0.86	7	3	-9	1	-0.4

With a hit mark in MPTP inh, among the entries above:
canonical_smiles	mIAP act	mIAP inh	hIAP block	hIAP act	APOBEC3A inh	A3G deaminase	NR3A LBD binder	MPTP inh
Cc1ccc(OCCNC(=O)c2cc(C(=O)NCCOc3ccc(C)cc3)cc([N+](=O)[O-])c2)cc1	0.95	5	-4	1	-2	-4	-8	74*

Next section:
SMILES	mIAP act	mIAP inh	hIAP block	hIAP act	APOBEC3A inh	A3G deaminase	NR3A LBD binder	MIN6 prolif	MPTP inh
O=c1[nH]c(CSc2cccc[n+]2[O-])nc2ccccc12	0.84	16	4	0.96	12	-5	2	1	-0.2
Cc1ccc(C(=O)N[C@H](C(=O)Nc2sccc2C(N)=O)C(C)C)cc1	0.95	5	-41	1.4	-2	-15	-2	-2	1.1
CC(C)CNC(=O)CN1c2cccc3cccc(c23)S1(=O)=O	0.98	2	4	0.96	-1	-3	-1	-1	0.9
CC1OC(C)(C)OC1C1CNc2nc(NC(=O)C(C)(C)C)[nH]c(=O)c2N1C(=O)c1cccnc1 (centres undefined)	1	-2	-14	1.1	0	-4	-3	-2	1.5

High-throughput results from PubChem BioAssay.
